miR-122 sensor = inhibitors of miR-122 in Huh7 cells. Huh7 miR-122 Renilla luciferase sensor, 48 h; neutral wells = 0, positive control = 100. activation (reporter increase), % at 12.5 µM. 340,000 compounds, 0.3% hits;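 active means mean replicate activation score at least 90 and every replicate individually at or above 90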;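 further: higher luciferase means less miR-122 activity so hits act as miR-122 inhibitors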
* hit, by the source's call.

SMILES | miR-122 sensor
COc1ccc(N(CC(=O)Nc2ccc3c(c2)OCCO3)S(=O)(=O)c2c(C)noc2C)cc1 | -7
CCn1c(COc2cccc(OC)c2)nnc1SCC(=O)Nc1cccc(OC)c1 | 4
Cc1nn(-c2ccccn2)c2nc(-c3cccs3)cc(C(=O)NCc3ccco3)c12 | -3
CCCCNc1nc(CC)c2c(c1C#N)CCCC2 | -4
O=C(Cn1nnc(-c2ccccc2Cl)n1)N/N=C/c1ccc2c(c1)OCO2 | 0
N#C/C(=C/c1ccc(Sc2nc3ccccc3[nH]2)o1)c1cccc(F)c1 | -2
Nc1cc(C(F)(F)F)cc2c1SCC(=O)N2 | 5
COC(=O)c1ccccc1Oc1c(F)c(F)nc(N2CCOCC2)c1F | -7
COc1ccc(NC(=O)CSc2nc3nc(-c4cccs4)cc(C(F)(F)F)c3c(=O)[nH]2)c(OC)c1 | 5
CCCOc1ccc(/C=N/NC(=O)c2ccc(Cn3cc([N+](=O)[O-])cn3)o2)cc1 | 5

Compounds above that contain an aryl methoxy group (3):
SMILES | miR-122 sensor
COc1ccc(N(CC(=O)Nc2ccc3c(c2)OCCO3)S(=O)(=O)c2c(C)noc2C)cc1 | -7
CCn1c(COc2cccc(OC)c2)nnc1SCC(=O)Nc1cccc(OC)c1 | 4
COc1ccc(NC(=O)CSc2nc3nc(-c4cccs4)cc(C(F)(F)F)c3c(=O)[nH]2)c(OC)c1 | 5

More results follow:
SMILES | miR-122 sensor
COc1ccc(-c2cc(C(F)(F)F)n3nc(C(=O)N4CCOCC4)c(Cl)c3n2)cc1 | -4
C=CCN1C(=O)/C(=C\c2ccc(C)cc2)N=C1SCC(=O)NCCC | 4
O=C(CN(Cc1cccs1)C(=O)CN1C(=O)COc2ccccc21)NCc1ccco1 | -18
Cc1ccc(S(=O)(=O)NCC(C)NS(C)(=O)=O)cc1 (configuration not stated) | 2
CCCCP(=O)(c1ccccn1)c1ccccn1 | -3
O=C(Cn1c(C(F)(F)F)nc2ccccc21)c1ccc(Br)cc1 | 5
N/C(=N\OC(=O)Cc1cccs1)c1cccc([N+](=O)[O-])c1 | 7
O=C(NC12CC3CC(CC(C3)C1)C2)c1ccc(-c2ccccc2Cl)o1 | 1
CC1CC(C)(C)NC(=S)N1CCCC(=O)N1CCN(c2ccccc2F)CC1 (configuration not stated) | -4
CCCn1c2ccccc2c2nnc(SCC(=O)Nc3nnc(CC(=O)OCC)s3)nc21 | 1
Cc1nc(NCCN2CCOCC2)c2oc3ccccc3c2n1 | 2
CCOC(=O)c1c(C)[nH]c(C(=O)COC(=O)CSCC(=O)N(CC)CC)c1C | 5
COc1ccc2c(c1OC)C(=O)OC2Nc1ncccc1C (configuration not stated) | -1
COCCn1c(=N)c(C(=O)NCCc2ccccc2)cc2c(=O)n3cccc(C)c3nc21 | -6
CCOC(=O)c1sc(C)c2c(=O)n(Cc3ccc(Cl)cc3)c(C)nc12 | -3
O=S1(=O)N=C(N2CCN(Cc3ccccc3)CC2)c2ccccc21 | 17
CCn1c(=O)c(-[n+]2ccccc2)c(O)c2ccccc21 | 5
CCN(CC)c1ccc(/C=N/OCC(=O)N2CCCc3ccccc32)cc1 | -8
COP(C)(=O)c1c(C)nn(-c2ccccc2)c1C (configuration not stated) | -1
CCc1nnc(NC(=O)CSc2nnc(-c3cccnc3)n2CCc2ccccc2)s1 | 13
O=C(O)CNC(=O)CCN1C(=O)c2ccccc2C1=O | 4
Cc1cnc(C(=O)N2CCN(S(=O)(=O)c3ccc4ccccc4c3)CC2)cn1 | 25
Cc1ccc(SCC(=O)NNC(=O)C2CCCCC2)cc1 | 6
CCOC(=O)c1cccc(NC(=O)CSc2nc(N)cc(N)n2)c1 | 7
C=CCn1c(SCC(=O)NC(=O)NC2CCCC2)nnc1C1CCCCC1 | -1
CCOCCCNC(=O)c1ccc2c(c1)ncn2C1CCCC1 | 3
COc1ccc(NC(C)C(=O)Nc2ccc(C#N)cc2)cc1Cl (configuration not stated) | 1
Cc1cc(C)nc(N2C(=O)CC(Cc3ccccc3)C2=O)n1 (configuration not stated) | 1
O=C(NCCN1CCOCC1)c1ccc(F)cc1 | -7
CCOC(=O)N1CCc2c(sc3c2c(=O)n(-c2ccc(CC)cc2)c(=O)n3CC(=O)NCC2CCCO2)C1 (configuration not stated) | -5
CCOC(=O)c1ccccc1NC(=O)CCNC(=O)Cn1cnc2ccccc2c1=O | 5
CCOc1ccc2nc(NC(NC(C)=O)(C(=O)OC)C(F)(F)F)sc2c1 (configuration not stated) | 0
Cc1ccc(C)c(NC(=O)Cn2c([N+](=O)[O-])cnc2C)c1 | -2
CC1CCCN(CC(=O)Nc2ccc(S(=O)(=O)N3CCCCC3)cc2)C1 (configuration not stated) | 7
CCOc1ccccc1NC(=O)CN(C)S(=O)(=O)c1cccc2nsnc12 | 9
COC(=O)c1cc(Cl)c(NC(=O)/C=C/c2ccc(Cl)cc2)cc1OC | -4
Cc1ccc(NS(=O)(=O)c2cc(NC(=O)c3cc4c(s3)CCCC4)ccc2C)c(C)c1 | 36
CC(C)N(Cc1cc2ccccc2[nH]c1=O)C(=O)C1CCCCC1 | -5
N#Cc1cc2cc3c(cc2nc1SCC(=O)OC1CCCCC1)OCO3 | 5
O=C(Oc1ccc(N(Cc2cccs2)C2=NS(=O)(=O)c3ccccc32)cc1)c1ccco1 | 0
O=C(NCc1ccccn1)c1ccc(CS(=O)(=O)Cc2ccc(Cl)cc2)o1 | -1
O=C(CNC(=O)c1ccccc1F)OC(C(=O)Nc1cc(C(F)(F)F)ccc1Cl)c1ccccc1 (configuration not stated) | 4
CC1(C)CC(=O)C=C(NCCN2CCN(C(=O)Nc3ccc(Cl)cc3)CC2)C1 | 1
CCOc1ccc(N(CC(=O)O)S(=O)(=O)c2ccc(OC)c(OC)c2)cc1 | 6
N#Cc1c(-c2ccc(Cl)cc2)ccn2nc(CCC(=O)O)nc12 | -8
N#CC1=C(N)Oc2cc3ccccc3cc2C1c1cccs1 (configuration not stated) | 11
CCCSc1nc2c(c(=O)n(C)c(=O)n2C)n1Cc1ccc(C)cc1 | -3
O=C(CC(C(=O)O)N1CCOCC1)Nc1ccc(Cl)cc1 (configuration not stated) | 0
COc1cc(C(=O)Nc2ccc(OCC(=O)O)cc2)cc(OC)c1OC | -6
CC(=O)Nc1ccc(S(=O)(=O)NCc2csc(C)n2)cc1 | 2

The list goes on:
SMILES | miR-122 sensor
O=C(NCc1cccs1)[C@@H]1CSC2c3ccccc3C(=O)N21 (some centres not stated) | -3
O=C(Cn1nc(CNc2ccc(Cl)cc2)[n+]2c1CCCCC2)c1ccc(Cl)cc1 | 4
CCN(CC)S(=O)(=O)c1ccc(NC(=O)CN(c2ccc(OC)cc2OC)S(C)(=O)=O)cc1 | 15
COCCCn1c(SCc2nnc(-c3ccc(OC)c(OC)c3)o2)nc2ccccc2c1=O | 0
Cc1ccc(S(=O)(=O)Nc2nc3ccc(S(=O)(=O)N4CCCC4)cc3s2)cc1 | 13
O=C(NCc1cccs1)C(Cc1ccccc1)NS(=O)(=O)c1cccs1 (configuration not stated) | 25
O=c1cc(-c2ccccc2)[nH]n1-c1nc2ccccc2[nH]1 | -2
COc1ccc(C2CC(c3c(-c4ccccc4)c4cc(Cl)ccc4[nH]c3=O)=NN2S(C)(=O)=O)cc1OC (configuration not stated) | -3
Nc1nc(SCC(=O)Nc2ccc([N+](=O)[O-])cc2Br)n[nH]1 | -8
CCn1c(SCC(=O)Nc2ccc(C(C)=O)cc2)nc2ccccc21 | -8
Oc1c(Br)cc(/C=N/n2c(-c3ccccc3)n[nH]c2=S)c(O)c1Br | -1
O=C(O)c1ccc(CS(=O)c2cccc(C(F)(F)F)c2)o1 (configuration not stated) | 0
COC(=O)C1CCN(C(=O)COC(=O)Cc2c[nH]c3ccccc23)CC1 | 2
COc1ccc(OC)c(C(c2nnnn2Cc2ccccc2)N2CCN(C)CC2)c1 (configuration not stated) | 2
O=C1S/C(=C/c2ccccc2F)C(=O)N1CCN=C1NS(=O)(=O)c2ccccc21 | 2
CCCCOC(=O)C1C2C=C[C@]3(CN(C(C)c4ccc(OC)cc4)C(=O)[C@H]13)O2 (some centres not stated) | 3
OCCNc1nc(Nc2ccccc2)nc(Nc2ccccc2)n1 | 2
Cc1ccc(C(C(=O)NC(C)(C)C)N(C(=O)c2csnn2)c2ccccc2F)o1 (configuration not stated) | -3
CCc1ccccc1NC(=O)CN(C)Cc1nc(N)nc(Nc2ccccc2C)n1 | -16
Cc1c(C(=O)NCCC2=CCCCC2)oc2ccc(S(=O)(=O)N3CCOCC3)cc12 | 5
O=C(N1CCOCC1)N1c2ccccc2CC(N2CCOCC2)c2ccccc21 (configuration not stated) | 0
[O-]C1=N/[N+](=C/c2ccccc2Cl)CC1 | -4
Cc1cc(C)n(-c2ccc(C(=O)OCC(=O)Nc3ccc([N+](=O)[O-])cc3)cc2)n1 | -5
CC(=O)Nc1sc2c(c1CN1CCN(C)CC1)CCCC2 | -5
Cn1cc(C(=O)NC2CCCCCCC2)c(=O)c2cc(S(=O)(=O)N3CCCC3)ccc21 | 0
COC(=O)C1=C(C)N(c2ccc(OC)c(OC)c2)C(=O)C1 | 12
CN1C(=O)c2oc3ccccc3c(=O)c2C1c1ccccn1 (configuration not stated) | 1
O=C(Cn1cnc2ccccc2c1=O)c1ccc2ccccc2c1 | -7
N#CC(C(=O)NCCc1ccccc1)c1nc2ccccc2nc1N1CCCCC1 (configuration not stated) | 5
C=CCn1c(SCC(=O)c2ccc(CNC(C)=O)o2)nc2ccccc2c1=O | -5
NC(=O)C1(N2CCCCC2)CCN(C(=O)c2ccc(-n3cnnn3)cc2)CC1 | -4
Cc1ccc(-c2nc(S(=O)(=O)c3ccc(F)cc3)c(SCC(=O)NCC3CCCO3)o2)cc1 (configuration not stated) | -9
Cc1c(OCc2nn[nH]n2)ccc2c3c(c(=O)oc12)CCC(C)C3 (configuration not stated) | -2
Cn1c(SCC(=O)NNC(=O)Cc2ccccc2)nnc1-c1ccc(Cl)cc1 | -8
COC(=O)c1cn(CC(=O)NCc2ccco2)c2ccccc12 | -1
O=C(O)C1CC=CCC1C(=O)Nc1cccc(F)c1 (configuration not stated) | 2
O=C(CCNC(=O)OCc1ccccc1)NC1CCCCC1 | -2
COc1cccc(-c2cc(C(F)(F)F)nc(-n3cncn3)n2)c1 | -4
Cc1cccc(C)c1-n1nnnc1SCSc1nnnn1-c1c(C)cccc1C | 2
C/C(N)=C(/C#N)C(=O)COC(=O)C1CCC(C(C)(C)C)CC1 (configuration not stated) | -1
CSc1nc(C)cc(OCC(=O)n2nc(C)cc2C)n1 | 20
CN(C)S(=O)(=O)c1ccc(N2CCCC2)c(C(=O)OCC(=O)NC2(C#N)CCCCC2)c1 | -7
Cn1c(=O)c2nc(-c3ccccc3)oc2c2ccccc21 | 6
CC(C)(C)c1nn(-c2ccccc2)c2[nH]c(=O)c(CNCc3ccc4c(c3)OCO4)cc12 | 0
CCc1nnc(NC(=O)C(NS(=O)(=O)c2ccc3c(c2)OCCO3)C(C)C)s1 (configuration not stated) | -1
CCC(CC)NC(=O)CSc1nnc(-c2ccc(OC)cc2)n1C(C)C | -4
CCn1c(CC(=O)Nc2ccc(C)cc2)nnc1SCC(=O)NCc1ccccc1 | -4
CCc1ccc(NC(=O)c2sccc2-n2cccc2)cc1 | 18
N#Cc1ccccc1CN1C(=O)S/C(=C/c2cccn2-c2cccc(C(=O)O)c2)C1=O | 0
COC(=O)CSc1nnc(-c2cccc(NC(=O)c3ccc(C)cc3)c2)n1C | 0

Looked up above:
CCc1nnc(NC(=O)C(NS(=O)(=O)c2ccc3c(c2)OCCO3)C(C)C)s1 (configuration not stated) @ miR-122 sensor: -1
CCC(CC)NC(=O)CSc1nnc(-c2ccc(OC)cc2)n1C(C)C @ miR-122 sensor: -4
CC(C)(C)c1nn(-c2ccccc2)c2[nH]c(=O)c(CNCc3ccc4c(c3)OCO4)cc12 @ miR-122 sensor: 0
CSc1nc(C)cc(OCC(=O)n2nc(C)cc2C)n1 @ miR-122 sensor: 20
CCc1ccc(NC(=O)c2sccc2-n2cccc2)cc1 @ miR-122 sensor: 18
N#Cc1ccccc1CN1C(=O)S/C(=C/c2cccn2-c2cccc(C(=O)O)c2)C1=O @ miR-122 sensor: 0
Cn1c(=O)c2nc(-c3ccccc3)oc2c2ccccc21 @ miR-122 sensor: 6

Carrying on.
SMILES | miR-122 sensor
CC(NCc1ccccc1)C1COc2ccccc2O1 (configuration not stated) | -4
CCN(CC)CCNc1nc(-c2ccccc2)c2c(c1C#N)CC(C)(C)OC2 | -2
NC(=O)Cn1c(=O)n(CCCC(=O)NC2CCN(Cc3ccccc3)CC2)c(=O)c2ccccc21 | -4
CCN(CC(=O)NC(C)C)C(=O)C(CCSC)NC(=O)c1cccc(C)c1 (configuration not stated) | 4
CCn1cc(CNC(=O)/C=C/c2ccc([N+](=O)[O-])cc2)c(C)n1 | -6
CCC(c1nnc(SCC(=O)NC23CC4CC(CC(C4)C2)C3)o1)N(C)C (configuration not stated) | -2
Fc1ccccc1OCCCN1CCOCC1 | 2
Clc1ccc(OCCn2ccnc2)c(Cl)c1 | 0
Cc1cc(C(=O)Nc2nnc(C3CCCCC3)s2)cs1 | 0
Cc1ccc2c(c1)nnn2C1CCN(CC(=O)N2c3ccccc3CC2C)CC1 (configuration not stated) | -15
CCC(CC)NC(=O)c1ccc2nc[nH]c2c1 | -14
O=C(NC1CCCCC1)NC1CC2CCC(C1)N2Cc1nnnn1Cc1ccc2c(c1)OCO2 (configuration not stated) | 2
CCCN(CCC)C(=O)CSc1nc2n[nH]c(C)c2c(=N)n1-c1ccc(OC)cc1 | -7
CCOc1ccc(CCNS(=O)(=O)c2c(C)n[nH]c2C)cc1OCC | -1
Cc1ccccc1-n1c(C)cc(/C=N/NC(=O)c2ccncc2)c1C | -2
COc1cc(C(=O)n2nc(C)cc2C)ccc1O | 1
Cc1nc(NC(=O)CN(C)S(=O)(=O)c2ccc(Br)cc2)sc1C | 8
Cc1ccccc1NS(=O)(=O)c1ccc(F)cc1 | 5

6 of the entries above in order of the miR-122 sensor value, smallest number first:
SMILES | miR-122 sensor
CCCN(CCC)C(=O)CSc1nc2n[nH]c(C)c2c(=N)n1-c1ccc(OC)cc1 | -7
Cc1ccccc1-n1c(C)cc(/C=N/NC(=O)c2ccncc2)c1C | -2
CCOc1ccc(CCNS(=O)(=O)c2c(C)n[nH]c2C)cc1OCC | -1
COc1cc(C(=O)n2nc(C)cc2C)ccc1O | 1
O=C(NC1CCCCC1)NC1CC2CCC(C1)N2Cc1nnnn1Cc1ccc2c(c1)OCO2 (configuration not stated) | 2
Cc1nc(NC(=O)CN(C)S(=O)(=O)c2ccc(Br)cc2)sc1C | 8

This is a subset; rates above refer to the full screens.
